From PubChem BioAssay
CCT chaperon mod: modulators of cytosolic chaperonin (CCT/TRiC) activity; purified chaperonin ATPase assay, HTRF ADP detection, 30 min; activity change, % (test concentration not listed), hits read low; 0.3% of 360,000 active; AID 651819; in the data active = activity change below about -30%; note: % is set by controls: 0 for no effect and ±100 for the full control effect
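ATPase activity: ADP formed was measured by HTRF Transcreener (665/615 nm ratio) after 30 min at 37 deg C with 10 uM ATP. Compounds screened at one 76 uM concentration against 40 or 20 nM TRiC in Tris pH 7.4/KCl/MgCl2/DTT buffer.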
Nrf2 block: blocks Nrf2 signaling; A549 ARE-Fluc reporter, luciferase luminescence, 18-24 h; Potency, µM (top dose mostly 46 µM), without a hit: at the top dose activity change, negative = inhibition, most hits filed as inhibitors; 2.1% of 360,000 active; note: potency is the fitted concentration of half-maximal effect; % is set by controls: 0 for no effect and ±100 for the full control effect; nearly all actives have a fitted effect of over 60% in size
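Reporter: ARE-Fluc in A549. Exposure: 18-24 h, 37 °C, 5% CO2, 5% FBS OPTI-MEM. Readouts: fluorescent cytotoxicity (CellTiter-Fluor), then luminescent Nrf2 signal after BugLite.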
TGFb SMAD3 inh: blocks TGF-b signaling; HepG2 CAGA-GFP TGF-b/SMAD3 reporter, GFP fluorescence, 18 h; TGF-beta stimulated, 500 pg/mL final; Potency, µM (top dose mostly 46.1 µM), inactives show at the top dose activity, negative = inhibition, actives largely listed as inhibitors; 1.2% of 410,000 active; AID 588855; note: potency is the fitted concentration of half-maximal effect; % is set by controls: 0 for no effect and ±100 for the full control effect; nearly all actives have a fitted effect of over 65% in size
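Smad-responsive CAGA-GFP expression was quantified in HEPG2 cells exposed to compounds and 500 pg/mL final TGF-beta for 18 h at 37 degrees C; unstimulated wells defined full inhibition.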
HepG2 tox: HepG2 cytotoxicity, counter-screen for TGF-b inhibitors. HepG2 CAGA-GFP viability, ATP luminescence, 18 h. Potency, µM (highest dose often 46.1 µM), for the others: top-dose activity change, negative = cytotoxicity, actives largely listed as cytotoxic. 0.76% of 410,000 active. AID 588856; note: potency is the fitted concentration of half-maximal effect; some results filed as inactive show a strong effect at the top dose
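HepG2 CAGA-GFP cells (1000/well, DMEM with 1% FBS) received compound, then TGF-beta at 500 pg/mL final, and were incubated 18 hours at 37 degrees C. Viability was read by CellTiter-Glo luminescence. Media-only wells were set as complete cell-killing and DMSO as no toxicity.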
Akt phos inh: inhibitors of Akt phosphorylation. Neuro2A IGF-stimulated pAkt S473 HTRF, 20 min; active compounds read low. activity change, % for hits at 50 µM. 0.32% of 360,000 active. AID 651550; in the data active = activity change below about -80%; inconclusive = mostly about -51% to -80%; note: % is set by controls: 0 for no effect and ±100 for the full control effect
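Neuro2A cells in DMEM with 0.5% FBS, overnight at 37 deg C, given compound at single 50 µM final, then IGF (6 nM final) for 20 min at 37 deg C. Lysed; phospho-Akt Ser473 by HTRF after 24 h, 665/615 ratio.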
A549 viability: counter-screen for Nrf2 inhibitors: cytotoxicity in A549 cells; A549 ARE-Fluc cells, CellTiter-Fluor viability, 18-24 h; Potency, µM (highest dose often 46 µM), without a hit: top-dose activity change, negative = cytotoxicity, usual class: inhibitors; 0.16% of 390,000 active; AID 504648; note: potency is the fitted concentration of half-maximal effect; % is set by controls: 0 for no effect and ±100 for the full control effect
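A549 ARE-Fluc cells in 5% FBS OPTI-MEM, 5000 cells/well, rested 2 h then exposed to compounds in concentration-response for 18-24 h at 37 °C. Viability by CellTiter-Fluor fluorescence (Ex 405/Em 525) after 30 min; luciferase luminescence (BugLite, 15 min, RT) read afterwards.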
MmCpn inh: inhibitors of Methanococcus maripaludis chaperonin (MmCpn). purified Mm-Cpn ATPase, ADP Transcreener TR-FRET. Potency, µM (top dose mostly 76.9 µM), for inactives: at the highest dose activity, negative = inhibition, hits mostly inhibitors. 0.031% of 330,000 active; note: potency is the fitted concentration of half-maximal effect; % is set by controls: 0 for no effect and ±100 for the full control effect; nearly all actives have a fitted effect of over 80% in size
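Quantitative HTS used 25 nM Mm-CPN and 10 uM ATP in magnesium/KCl Tris buffer, pH 7.4, with 1 mM DTT. Hydrolysis ran 30 min at 37°C; ADP was read by HTRF.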
Abeta rescue: restores growth of yeast expressing A-beta42 peptide; yeast expressing A-beta42, growth rescue, OD600, 48 h; response scale: 0% DMSO, 100% iron-clioquinol control; Potency, µM (titrated, usually from 46.1 µM), without a hit: at the top dose growth rescue, hits mostly activators; 0.063% of 410,000 active; note: potency is the fitted concentration of half-maximal effect; nearly all actives have a fitted effect of over 55% in size
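Yeast A-beta toxicity model in growth medium with pinned compounds, 48 h at 30 C; growth read as absorbance at 600 nm. Normalized to FeCl3/clioquinol equimolar mix (positive) and DMSO (negative).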
Nrf2 activator: activators of Nrf2 (ARE) signaling; AREc32 ARE-luciferase reporter (MCF7-derived line), luminescence, 24 h; Potency, µM (top dose mostly 46.1 µM), for inactives: top-dose activation, usual class: activators; 0.31% of 410,000 active; AID 624171; note: potency is the fitted concentration of half-maximal effect; % of control where 0% means no effect; nearly all actives have a fitted effect of over 65% in size
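Reporter line AREc32 (ARE-Fluc), seeded overnight in OPTI-MEM with 5% FBS; compound pin-transferred, 24 hr at 37 deg C, 5% CO2; luminescent read-out.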
* marks the source's active call; other numbers are inactive results; i = inactive; ? = inconclusive; nt = not tested or not shown; [ ] = dose if it differs, or a comment. Unless noted, calls come from the whole dose curve; as a rule, active = well fitted curve in the direction sought with a large enough effect; inconclusive = small, poorly fitted or top-dose-only effect, or another doubt; inactive = no such curve, though single readings can be large; an effect the other way counts as inactive or inconclusive.

Every second line gives: CCT chaperon mod	Nrf2 block	TGFb SMAD3 inh	HepG2 tox	Akt phos inh	A549 viability	MmCpn inh	Abeta rescue	Nrf2 activator
> Cc1c(Cl)c(C(=O)N2CCCc3ccccc32)nn1C
    -0.7	13%	2%	-4%	i	-14%	0%	12%	0.2%
> Cc1ccc2ncc3c(-c4ccccc4)nn(CC(=O)NC4CCCCC4)c3c2c1
    nt	-4%	2%	-24%	nt	-1%	nt	-19%	0.3%
> CN(CC(=O)Nc1ccc(N2CCOCC2)cc1)C(=O)CCc1cc(C(C)(C)C)c(O)c(C(C)(C)C)c1
    -2.0	7%	?	-10%	i	0%	0%	9%	4.5%
> COc1cc(/C=N/NC(=O)C(=O)NCC2CCCO2)ccc1OCC(=O)N1CCOCC1 (stereo not given)
    -0.1	-1%	-1%	7%	i	-4%	1%	-6%	0.5%
> OC(c1ccccc1)c1ncc(-c2ccccc2Cl)[nH]1 (stereo not given)
    -1.5	nt	29%	-5%	i	nt	nt	-20%	3.7%
> COc1ccc(N(CC(=O)NCc2ccc3c(c2)OCO3)C(=O)c2csnn2)cc1
    -1.4	2%	1%	-7%	i	1%	1%	0%	6.1%
> CCc1cccc(NC(=O)Cn2nc3c4cc(F)ccc4n(Cc4cccc(C)c4)cc-3c2=O)c1
    nt	18%	-4%	-14%	nt	0%	nt	4%	-0.9%
> COc1ccc(C(=O)CSc2nnc(CNC(=O)c3ccc(OC)cc3)n2C)cc1
    -1.1	0%	-9%	5%	i	1%	0%	-18%	-0.6%
> COc1ccc(N2CC(C(=O)Nc3nnc(SCC(=O)NC4CCCC4)s3)CC2=O)cc1 (stereo not given)
    -1.0	-10%	3%	-82%	i	-11%	1%	-12%	-0.2%
> Cc1nc2c(cc1C#N)C(=O)c1ccccc1-2
    -2.3	10%	-1%	-3%	i	2%	-15%	-3%	3.1%
> COc1ccc(Nc2ncnc3sccc23)cc1OC
    -0.2	?	72%[activator]	4%	i	3%	0%	8%	0.4%
> COc1cc(/C=N/NC(=O)C(=O)Nc2ccccn2)ccc1O
    -2.4	10%	17%	7%	i	-7%	1%	1%	3.0%
> CCN(CC)CC(=O)Nn1c(C)nc2c(ncn2-c2ccccc2)c1=O
    -2.0	-18%	-16%	1%	i	-15%	2%	5%	-0.8%
> CN1CCN(c2nc3c(c(=O)n(C)c(=O)n3C)n2CCSc2nc3ccccc3s2)CC1
    -0.5	-14%	-2%	-12%	i	-9%	-1%	0%	1.2%
> COc1cc(-c2nnc3sc(-c4cccs4)nn23)cc(OC)c1OC
    0.6	?	-10%	2%	i	-2%	-9%	11%	0.5%
> CCn1c(Oc2ccc(F)cc2)nc2c1c(=O)n(C)c(=O)n2C
    0.5	-16%	2%	3%	i	-1%	1%	3%	0.2%
> O=C(CN(Cc1cccs1)S(=O)(=O)c1ccc(S(=O)(=O)NC2CCCCC2)cc1)Nc1ccccc1
    -11	?	?	-4%	i	-19%	0%	7%	5.3%
> O=C(Nc1ccccc1F)c1coc(=O)c(Br)c1
    -24	?	12%	2%	i	-7%	-1%	-21%	27%
> O=C(NC(NC(=O)c1ccccc1)c1ccccc1)c1ccccc1
    -0.3	?	?	1%	i	?	1%	-17%	1.4%
> N#C/C(=C\c1ccccc1)C(=O)OCC(=O)N1CCCC1
    -1.2	-6%	-13%	6%	i	1%	-5%	16%	-0.1%

Further records.
Every second line gives: CCT chaperon mod	Nrf2 block	TGFb SMAD3 inh	HepG2 tox	Akt phos inh	A549 viability	MmCpn inh	Abeta rescue	Nrf2 activator
> COc1ccccc1CNC(=O)COC(=O)Cc1ccsc1
    1.0	5%	2%	1%	i	6%	3%	0%	0.6%
> N=c1n(CC(=O)c2ccc([N+](=O)[O-])cc2)c2ccccc2n1Cc1ccc(Cl)cc1
    -2.6	-12%	32%[activator]	16%	i	12%	1%	-14%	0.2%
> O=C(NC1CC1)C1=C[C@@H](c2coc3ccccc3c2=O)C[C@@H](OCCCCO)O1
    -4.2	6%	-19%	2%	i	-8%	-2%	-18%	14%
> O=C(NCc1ccc(F)cc1)c1cccc(N2CCCS2(=O)=O)c1
    nt	13%	-12%	-3%	nt	?	nt	-19%	5.5%
> O=C(O)Cc1sc(Nc2ccc(Cl)cc2)nc1-c1cccs1
    0.9	91%	0%	-8%	i	1%	-4%	5%	?
> Cc1ccc(C)c(N2CCN(C(=O)Nc3ccc4c(c3)N(C)C(=O)CS4)CC2)c1
    -1.7	16µM*	?	-10%	i	-5%	-3%	-5%	11%
> O=C1OC(c2ccccc2)=N/C1=C\C=C\c1ccccc1[N+](=O)[O-]
    -1.0	14%	0%	-1%	i	-4%	-1%	5%	1.6%
> Cc1ccc2c(c1)N(CC(=O)NCCc1ccccc1)C(=O)CO2
    nt	-16%	?	3%	nt	-8%	nt	4%	-0.1%
> Cc1ccc(C)c(N2CCN(C(=O)Cn3c(=O)[nH]c4ccsc4c3=O)CC2)c1
    -3.6	-14%	-11%	0%	i	14%	-1%	-4%	-0.3%
> O=C(O)c1ccccc1C(=O)Nc1ccc(-n2nccc2C(F)(F)F)cc1
    1.8	1%	35%[activator]	7%	i	14%	-1%	-2%	0.5%
> Cc1cc(C2=NNC(=NC3CC3)SC2)c(C)n1-c1ccccc1
    -1.5	6.5µM*	?	-34%	i	0%	2%	-17%	-2.6%
> COc1ccc(/C=N/N2CCN(C)CC2)cc1O
    -0.5	nt	-6%	2%	i	7%	-1%	6%	0.1%
> CCC(=O)Nc1nnc2n1CCS2
    nt	nt	0%	-19%	nt	-15%	nt	-5%	-0.9%
> COc1ccc(C(=O)N/N=C/c2ccc(OC)c(CSc3ccccn3)c2)cc1
    -0.8	-4%	3%	1%	i	-18%	2%	-5%	2.0%
> Nc1c2nc(-c3ccccc3Cl)[nH]c(=O)c2nc(=O)n1-c1ccccc1
    -1.0	10%	-12%	-6%	i	8%	0%	-2%	18%
> Cc1ccc(Cl)cc1N1CCN(C(=O)c2cnn(-c3ccc(Cl)cc3)c2C2CCNCC2)CC1
    nt	29%	?	11µM*	nt	-17%	nt	-4%	7.6%
> O=C(Nc1cccc(F)c1)C1CC(=O)N(c2ccc(Cl)cc2)C1 (stereo not given)
    -0.5	-8%	-2%	-24%	i	-5%	2%	-3%	-0.7%
> COc1ccc(NC(=O)N(C)C[C@H]2Oc3c(NS(=O)(=O)c4cn(C)cn4)cccc3C(=O)N([C@H](C)CO)C[C@@H]2C)cc1
    -2.8	6%	13%	4%	i	6%	-1%	7%	-0.8%
> O=C(Nc1nc2ccccc2s1)c1ccc(S(=O)(=O)N2CCCC2)cc1
    nt	nt	4%	-13%	nt	13%	nt	-16%	1.1%
> O=[N+]([O-])c1ccc(Cl)c(S(=O)(=O)Nc2cccc(-c3ccc(N4CCCC4)nn3)c2)c1
    -3.5	11%	-2%	-6%	i	-7%	-2%	13%	20%

Next results follow:
Every second line gives: CCT chaperon mod	Nrf2 block	TGFb SMAD3 inh	HepG2 tox	Akt phos inh	A549 viability	MmCpn inh	Abeta rescue	Nrf2 activator
> Cc1ccc(-n2ccnc(NCCc3ccc(S(N)(=O)=O)cc3)c2=O)c(C)c1
    nt	?	?	-36%	nt	0%	nt	-14%	1.1%
> Cc1ccc(C(=O)NCCN2C3=NC[C@H](C(C)C)N3C[C@H]2Cc2ccc(O)cc2)cc1Br
    0.4	1%	-16%	-53%	i	-15%	nt	-2%	-2.7%
> NS(=O)(=O)c1ccc(N=NN2CCCCC2)cc1
    0.1	2%	?	1%	i	-15%	1%	-40%[inhibitor]	2.8%
> CC/C(=C\C(=O)c1ccncc1)Nc1ccc(Br)cc1
    -4.5	-29%	4%	-7%	i	-1%	3%	-6%	0.6%
> CCN1CCN(S(=O)(=O)c2cc(OC)c(Cl)cc2OC)CC1
    1.9	-1%	-3%	-1%	i	0%	-1%	5%	-0.3%
> Cc1ccc(CSc2ccc3nnc(CCNS(=O)(=O)c4ccc(C)cc4)n3n2)cc1
    nt	-16%	?	-31%	nt	-9%	nt	6%	5.2%
> O=C(c1cnc(N2CCCCC2)c2ccccc12)N1CCN(c2cccc(Cl)c2)CC1
    nt	nt	?	-5%	nt	-16%	nt	14%	-0.1%
> Cc1[nH]c2ccccc2c1SCCNC(=O)c1ccc(S(=O)(=O)N2CCCC2)cc1
    -0.7	?	-26%	-30%	i	-1%	?	5%	0.2%
> CCCC(=O)Nc1ccc(C(=O)Nc2ccc([N+](=O)[O-])cc2OC)cc1
    -3.0	?	-10%	-7%	i	3%	-4%	-3%	1.2%
> Cc1ccc(-n2c(=S)[nH]c3c(oc4ccccc43)c2=O)cc1
    -3.5	18%	-5%	1%	i	-2%	-4%	-1%	2.9%
> COc1ccc(C(=O)Nc2ccccc2)cc1S(=O)(=O)Nc1ccc(Br)cc1
    nt	-3%	-1%	-9%	nt	0%	nt	18%	-0.7%
> CCCCc1nn2c(=O)cc(COC(=O)CNC(=O)COc3ccc(C)cc3)nc2s1
    nt	22%	-21%	-7%	nt	8%	nt	-2%	0.2%
> Cc1ccc(NC(=O)C2CC(=O)Nc3ncnn32)c(C)c1 (stereo not given)
    -1.2	4%	8%	4%	i	-7%	0%	21%	0.1%
> Cc1ccc(CNCC(O)(c2ccc(F)cc2)c2ccc(F)cc2)cc1
    0.5	11%	?	-112%	i	16%	2%	?	4.4%
> C/C(=N\NC(=O)C(N)=O)c1ccc(Br)cc1
    1.0	6%	5%	0%	i	3%	1%	-1%	-0.3%
